# S-ASM inh – blocks human secretory acid sphingomyelinase; placental ASM, HMU-PC fluorogenic substrate, 60 min; Potency, µM (doses to about 57.5 µM), inactives show top-dose activity change, negative = inhibition, hits mostly inhibitors; 0.006% of 340,000 active; further: potency means the concentration at half of the fitted maximal effect
#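 Human placenta-derived ASM enzyme was preincubated with compound for 10 minutes at room temperature, then given fluorogenic substrate HMU-PC0 (9 uM final) for 60 minutes at 37 °C; a pH 10 stop preceded fluorescence reading at Ex 386/Em 447 nm.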
# Mito fusion act – inhibitors of mitochondrial division or activators of mitochondrial fusion. S. cerevisiae fusion-defective mutant growth rescue, CellTiterGlo 48 h. Potency, µM (top dose mostly 46.1 µM), inactives show at the top dose growth rescue (activation), hits mostly activators. 0.23% of 320,000 active. AID 485298;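 further: potency means the concentration at half of the fitted maximal effect; % of control where 0% means no effect; nearly all actives have a fitted effect of over 45% in size; temperature-sensitive fusion mutants such as fzo1-1 at 37 °C on non-fermentable ethanol glycerol medium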
#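 Temperature-sensitive fusion-defective S. cerevisiae (e.g. fzo1-1, mgm1-5) were grown with compound in YPEG medium (3% ethanol, 3% glycerol) for 48 hours at 37C. Growth rescue was measured as viability by CellTiterGlo luminescence after 10 minutes at ambient.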
# Menin-MLL TR inh – displaces Texas Red mutant MLL peptide from human menin; 0.23% of 270,000 active; Menin + Texas Red MLL mutant peptide, fluorescence polarization; O00255; Potency, µM (titrated, usually from 61.6 µM), inactives show top-dose FP activity change, negative = inhibition, most hits filed as inhibitors; active means well fitted inhibition curve with a large enough effect in the polarisation, with a control signal flat, not every such curve was filed as active; inconclusive means small, poorly fitted or top-dose-only effect, or effect the other way, or a change in a side signal; inactive means no such curve, though single readings can be large or run the other way; the % refers to the polarisation; further: potency means the concentration at half of the fitted maximal effect; % of control where 0% means no effect; many of its hits are not listed in these tables
# Chronic BCR inh – chronic active BCR signaling inhibition. AID 493014. ABC-DLBCL IkBa-CBG/CBR reporter, luminescence ratio, 4 h. Potency, µM (top dose mostly 46.1 µM), for the others: top-dose ratio change, negative = lower green/red ratio, actives largely listed as inhibitors. 0.05% of 340,000 active; active means well fitted inhibition curve with a large enough effect in the signal ratio, with a control signal flat, not every such curve was filed as active; inconclusive means small, poorly fitted or top-dose-only effect, or effect the other way, or a change in a side signal; the % refers to the signal ratio;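 further: potency means the concentration at half of the fitted maximal effect; plate controls were basal doxycycline-induced cells for no effect and cells given 10 µM MG132 for full effect; MG132 reads +100%, hits lower the ratio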
#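 Cell line TMD8 (human ABC DLBCL), stably expressing tet-inducible CBG68-IkBa fusion and CBR; IMDM/0.5% FBS; cpd up to 46 uM; dox induction, 4 h, 37C/5% CO2; dual luminescence; green/red ratio; MG132 control.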
# USP2a inh – blocks human ubiquitin-specific protease USP2a; USP2 core, Ub-CHOP2 coupled fluorogenic reporter, 485/531; Potency, µM (series often up to 38.3 µM), inactives show at the highest dose activity change, negative = inhibition, actives largely listed as inhibitors; 0.01% of 330,000 active; AID 463254;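 further: potency means the concentration at half of the fitted maximal effect; plate controls were DMSO wells for no effect and full inhibition by NEM control for full effect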
# Target sequence (O75604 whole entry, looked up): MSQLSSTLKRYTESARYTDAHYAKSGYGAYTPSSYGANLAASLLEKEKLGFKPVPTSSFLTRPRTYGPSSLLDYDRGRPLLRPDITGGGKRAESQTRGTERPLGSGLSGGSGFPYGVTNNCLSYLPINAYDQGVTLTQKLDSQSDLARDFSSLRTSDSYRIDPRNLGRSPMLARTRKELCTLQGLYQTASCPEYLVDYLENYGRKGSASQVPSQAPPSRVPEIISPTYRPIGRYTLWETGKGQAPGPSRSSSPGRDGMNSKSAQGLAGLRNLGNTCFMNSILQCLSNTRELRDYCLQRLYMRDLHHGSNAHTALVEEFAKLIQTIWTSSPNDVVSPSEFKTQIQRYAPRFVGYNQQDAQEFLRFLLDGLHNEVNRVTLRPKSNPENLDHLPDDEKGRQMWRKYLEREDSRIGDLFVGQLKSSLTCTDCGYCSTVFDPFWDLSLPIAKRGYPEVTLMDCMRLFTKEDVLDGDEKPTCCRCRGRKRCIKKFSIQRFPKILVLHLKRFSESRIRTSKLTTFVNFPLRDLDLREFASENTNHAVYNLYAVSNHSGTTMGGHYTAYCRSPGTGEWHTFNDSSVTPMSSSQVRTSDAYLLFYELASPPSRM
#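 Deubiquitinase activity read as fluorescence (485/531 nm) after Ub-CHOP2 cleavage activates the enterokinase reporter on its substrate; USP2 core 10nM, Ub-CHOP2 and substrate 25nM each, 30min compound preincubation then 60min RT; data normalized to NEM, curves fitted.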
# TSHR antag – blocks TSH signaling through the human TSH receptor. P16473. TSHR-expressing cells, TSH-stimulated cAMP HTRF, 2 h; hits give low values. activity change, negative = inhibition, % at 11.5 µM. 0.2% of 330,000 active. AID 504810;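 active means activity change below a set negative limit, meaning inhibition stronger than a set level, cut at about -70% in these data; inconclusive means activity change between two set negative limits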; further: on the % scale 0 is the no-effect control and ±100 the full control effect
#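 Competitive HTRF cAMP read-out (cryptate anti-cAMP antibody, cAMP-d2; 30 min, room temperature) in freshly harvested TSHR cells. Compounds added before TSH at EC80 (4nM final), followed by 2 hours' incubation at 37 deg C.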
# MBNL1 CUG block – MBNL1-poly(CUG) RNA binding inhibition. 0.036% of 280,000 active. Potency, µM (titrated, usually from 57.5 µM), for inactives: at the top dose activity change, negative = inhibition, hits mostly inhibitors. TR-FRET MBNL1-His/biotin-(CUG)12 binding, 665/545 ratio. Q9NR56; active means well fitted inhibition curve with a large enough effect in the signal ratio, with a control signal flat, not every such curve was filed as active; inconclusive means small, poorly fitted or top-dose-only effect, or effect the other way, or a change in a side signal; inactive means no such curve, though single readings can be large or run the other way; the % refers to the signal ratio; further: potency means the concentration at half of the fitted maximal effect; on the % scale 0 is the no-effect control and ±100 the full control effect
# Target sequence (Q9NR56 whole entry, looked up): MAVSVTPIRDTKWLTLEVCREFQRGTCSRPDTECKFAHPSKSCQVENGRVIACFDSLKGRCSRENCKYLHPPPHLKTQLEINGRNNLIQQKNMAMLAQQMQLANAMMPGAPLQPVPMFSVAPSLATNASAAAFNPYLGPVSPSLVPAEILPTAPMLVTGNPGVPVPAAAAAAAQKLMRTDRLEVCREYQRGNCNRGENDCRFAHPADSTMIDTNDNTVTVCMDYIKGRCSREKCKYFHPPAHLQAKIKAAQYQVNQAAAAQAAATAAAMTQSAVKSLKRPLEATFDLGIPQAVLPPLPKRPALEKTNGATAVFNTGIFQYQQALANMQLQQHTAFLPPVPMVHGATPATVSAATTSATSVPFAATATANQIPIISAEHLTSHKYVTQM
#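 Inhibition of protein-RNA binding appears as loss of TR-FRET between terbium anti-His antibody on MBNL1-His and streptavidin-XL665 on biotin-(CUG)12. Activity is normalized to buffer-only and uninhibited-complex controls.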
# GALK inhibitor – inhibitors of human galactokinase | Purified GALK, Kinase-Glo residual ATP luminescence | Potency, µM (titrated, usually from 57.5 µM), for inactives: top-dose activity change, negative = inhibition, usual class: inhibitors | 0.007% of 270,000 active | P51570; further: potency means the concentration at half of the fitted maximal effect; on the % scale 0 is the no-effect control and ±100 the full control effect
#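 Compounds were pin-transferred into ATP buffer (35 uM final), then GALK plus galactose (5 nM, 100 uM final) was added. After 1 h at room temperature, Kinase-Glo Plus was added and luminescence read after 10 min.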
# KCNH2 WT inh – blocks the wildtype human KCNH2 potassium channel; Q12809; U2OS, BacMam KCNH2, thallium flux FluxOr; hits give low values; 0.37% of 340,000 active; activity change, % at 1.84 µM;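 active means maximum activity change below -70%; inconclusive means maximum activity change between -70% and -50%; inactive means maximum activity change above -50%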; further: on the % scale 0 is the no-effect control and ±100 the full control effect
#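 U2OS cells transduced with wild-type KCNH2 virus are loaded with FluxOr dye for 45 min, and thallium flux is measured in kinetic reads before and after stimulation buffer. Rate constants are normalized to DMSO controls.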
# Eya2 phos inh – inhibitors of human Eya2 phosphatase activity. O00167. 0.006% of 330,000 active. AID 488837. recombinant Eya2, OMFP fluorescence dephosphorylation (OMFP is methylfluorescein phosphate). Potency, µM (doses to about 76.9 µM), without a hit: top-dose activity, negative = inhibition, most hits filed as inhibitors; further: potency means the concentration at half of the fitted maximal effect; on the % scale 0 is the no-effect control and ±100 the full control effect
#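 Eya2 protein (added as 0.2 uM solution) was preincubated with compound for 10 min at ambient temperature in 50 mM HEPES pH 7.5, 50 mM NaCl, 5 uM MgCl2, 0.05% BSA, 1 mM DTT. OMFP (added at 50 uM) then reacted 10 min; fluorescence read at 485/525 nm.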
# PKM2 act – increases activity of human pyruvate kinase M2; 0.34% of 260,000 active; purified PKM2, Kinase-Glo ATP luminescence, activation; response scale: 0% is enzyme alone, no compound; P14618; Potency, µM (top dose mostly 57.5 µM), without a hit: at the highest dose activation, usual class: activators; further: potency means the concentration at half of the fitted maximal effect; on the % scale 0 is the no-effect control and ±100 the full control effect; nearly all actives have a fitted effect of over 55% in size
#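 ATP formation by purified human PK-M2, quantified via coupled luciferase luminescence after 1 h at room temperature with 0.1 mM ADP and 0.5 mM PEP final.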
# Starred values were filed as active, the others as inactive; ? = inconclusive; nt = not tested or not shown; [ ] = dose if it differs, or a comment. Unless noted, the call rests on the fitted dose curve; in most records, active means well fitted curve in the direction sought with a large enough effect; inconclusive means small, poorly fitted or top-dose-only effect, or another doubt; inactive means no such curve, though single readings can be large; an effect the other way counts as inactive or inconclusive. Only part of the results is shown; count on the stated rates, not on these rows.
SMILES,S-ASM inh,Mito fusion act,Menin-MLL TR inh,Chronic BCR inh,USP2a inh,TSHR antag,MBNL1 CUG block,GALK inhibitor,KCNH2 WT inh,Eya2 phos inh,PKM2 act
CC1CCCCN1c1cc(C#N)c(C#N)cc1[N+](=O)[O-] (configuration not stated),-4.8%,12.6%,2.0%,nt,2.3%,-0.1,?,-4.5%,-11.9,-3.4%,-6.8%
O=C1CC(c2ccc(Cl)cc2)SC(N(c2ccccc2)c2ccccc2)=N1 (configuration not stated),-13.3%,-1.9%,-7.3%,7.6%,?,-5.2,nt,0.9%,-3.7,-3.5%,-5.3%
CN(CC(=O)N1CCN(Cc2ccccc2)CC1)S(=O)(=O)c1ccc(Br)cc1,0.4%,-0.3%,3.5%,-2.9%,3.7%,33.0,-0.4%,-8.1%,11.1,9.2%,2.6%
Cc1cc(C)cc(CC2CC(=O)N(c3ccc4c(c3)OCCO4)C2=O)c1 (configuration not stated),-2.3%,4.1%,2.3%,2.7%,0.8%,3.1,-6.0%,0.8%,-14.1,11.5%,3.7%
O=C1/C(=C/c2ccncc2)CCc2ccccc21,1.9%,-25.7%,nt,?,-13.6%,-4.4,-11.6%,-1.1%,7.9,9.0%,-43.2%
CCOC(=O)C1CCCN(CCc2ccccc2)C1 (configuration not stated),-0.8%,0.4%,-3.4%,6.9%,-1.5%,-0.7,3.9%,0.7%,4.4,-1.2%,0.7%
O=C(Cn1c(=O)n(CCCCC(=O)NC2CCCC2)c(=O)c2ccccc21)NCCC1=CCCCC1,1.9%,-0.4%,2.2%,9.0%,0.7%,54.8,-12.2%,-0.2%,-3.4,9.5%,-0.6%
CCOCCc1nnc(NC(=O)CS(=O)(=O)c2ccc(C)cc2)s1,-1.0%,-1.7%,-3.1%,-0.2%,2.5%,-3.5,-4.7%,-0.4%,2.9,-18.4%,0.8%
CCC(CC)c1nnc(NC(=O)c2c(C)nn(Cc3ccccc3Cl)c2C)s1,-1.3%,12.1%,-24.4%,-1.8%,-1.8%,26.0,1.1%,-1.6%,-13.2,-8.0%,-3.1%
O=C1C=C(c2cccc(Cl)c2O)C[C@@H](c2ccc3c(c2)OCO3)C1,-7.9%,11.2µM*,nt,0.7%,2.9%,-11.3,nt,nt,4.3,-9.5%,nt
CCOC(=O)c1c(S(=O)(=O)NCC2CCN(CCc3cccs3)CC2)c(C)n(C)c1C,8.1%,4.0%,nt,-5.9%,-4.9%,1.5,0.0%,-5.9%,53.8,4.1%,nt
CC(C)N1C(=S)N(Cc2ccco2)C(=O)C1CC(=O)Nc1ccccc1 (configuration not stated),-0.3%,9.0%,-6.6%,?,-0.7%,-3.6,-3.7%,9.7%,0.1,-3.2%,14.5%
CCOc1ccccc1C(=O)NC(C(=O)N(C)Cc1ccc2c(c1)OCO2)C(C)C (configuration not stated),5.4%,25.2%,nt,-2.8%,2.1%,-4.7,nt,nt,3.3,9.0%,nt
CC(=O)Nc1ccc(S(=O)(=O)NC2CC2)cc1,3.4%,1.0%,-0.4%,1.8%,0.5%,-0.8,-1.2%,2.8%,-7.8,-2.1%,0.5%
O=C(Nc1ccc([N+](=O)[O-])cc1)N1CCN(C(=O)C2CCCO2)CC1 (configuration not stated),1.7%,0.8%,nt,-2.2%,0.8%,7.8,?,2.7%,-14.1,-4.5%,-5.9%
O=C(N/C(=C/c1cccnc1)C(=O)N1CCCCCC1)c1cccc(Br)c1,-3.3%,-4.1%,nt,-1.8%,-0.2%,-17.4,-0.4%,0.4%,22.6,-2.0%,10.3%
COc1ccc(NC(=O)CNS(=O)(=O)c2ccccc2)cc1Cl,-0.9%,0.6%,-16.2%,-16.4%,0.4%,6.9,2.1%,1.0%,-4.6,5.1%,0.5%
O=C(CSc1nc(=O)n(CCCN2CCOCC2)c2c1CCCC2)Nc1ccc(F)cc1F,-0.2%,-0.8%,nt,-3.1%,0.4%,24.7,nt,nt,15.6,1.6%,nt
CCCC(=O)NC(=S)Nc1ccc(NC(=O)c2cccs2)cc1,-1.9%,-4.3%,14.3%,-13.0%,3.6%,-10.1,1.1%,-4.7%,-1.8,15.4%,-2.0%
CC(C)(C)C(=O)Nc1sc2c(c1C(=O)Nc1ccccn1)CCCC2,7.5%,-3.2%,-0.8%,-7.2%,3.2%,-1.4,0.0%,3.0%,4.0,-6.0%,-2.5%
Cc1ccc(C(O)(CCN2CCCCC2)c2ccccc2)cc1 (configuration not stated),2.0%,-15.4%,?,2.0%,5.1%,-5.6,-6.3%,0.5%,34.1,6.5%,nt
CC1(C)CC2(CCO1)C(Nc1ccccc1)=NC(=S)N2CC(N)=O (configuration not stated),1.6%,-4.8%,nt,0.6%,3.2%,6.8,0.8%,nt,-10.2,7.3%,8.5%
O=C(OCc1cncs1)c1cccs1,-0.5%,-11.8%,2.6%,2.2%,3.9%,-6.8,-2.4%,0.8%,1.9,-0.2%,2.0%
CCO[C@H]1OC(C(=O)N2CCN(Cc3ccc4c(c3)OCO4)CC2)=C[C@@H](c2csc3ccccc23)[C@@H]1CCCO,-4.7%,12.5%,-24.4%,-23.1%,-0.2%,-8.7,5.9%,-4.9%,nt,-6.6%,-0.9%
Cc1ccc(N2C(=O)Nc3ccc(Br)cc3C2(O)C(=O)NCCN(C)C)cc1C (configuration not stated),3.9%,-0.2%,3.3%,?,6.9%,12.0,-7.9%,0.0%,6.8,6.2%,nt
C=CCN1c2ccccc2C(=O)CS1(=O)=O,-1.3%,-1.0%,nt,6.2%,0.9%,6.3,nt,nt,-9.5,-4.9%,nt
CCC(=O)c1ccc(OCCSc2ncccn2)cc1,-1.1%,8.6%,-12.5%,?,-5.2%,17.4,-12.0%,-0.1%,3.6,4.6%,-7.9%
O=C(CSc1nnc(-c2ccc(O)cc2)o1)Nc1cccc(O)c1,-2.1%[11.5 µM],-3.2%,0.3%,?,0.3%,-6.1,2.3%,-1.8%,0.4,-2.0%,7.94µM*
COc1ccc(-c2cc(=O)oc3cc(OCC(=O)NCC(O)c4ccccc4)ccc23)cc1 (configuration not stated),-1.5%,0.9%,3.1%,2.6%,-1.3%,10.6,-7.5%,nt,-1.3,3.4%,3.0%
c1ccc(-c2nnc(-c3ccccc3)o2)cc1,3.1%,0.2%,-29.2%,?,0.2%,-8.0,-1.9%,nt,-5.7,-15.9%,-26.0%
CN(CCCN1CCOCC1)C(=O)c1cc(COc2cccc(C(F)(F)F)c2)on1,3.2%,?,nt,0.5%,-6.6%,5.3,-2.5%,6.1%,2.6,2.1%,nt
O=C(N/N=C/c1ccccn1)c1ccc(NC(=O)c2ccc(F)cc2)cc1,-1.8%,4.9%,?,?,-6.0%,-9.8,12.8%,3.4%,-13.8,-6.6%,6.6%
CSC1=NCCN1C(=O)COc1ccccc1,-1.4%,0.0%,6.2%,?,0.4%,1.1,8.6%,1.9%,7.6,0.1%,4.4%
CCOc1ccc(/C=C/C(O)=C2/C(=O)NC3(C)CC2c2ccccc2O3)cc1OC (configuration not stated),177.7%[activator],2.2%[9.22 µM],-12.4%,?,-4.6%,-5.4,4.3%,-1.1%,1.1,-19.4%,0.4%
CN(C(=O)CSc1nnc(-c2ccccc2)o1)c1c(N)n(Cc2ccccc2)c(=O)[nH]c1=O,7.5%,-2.8%,-1.3%,8.5%,-1.0%,45.8,-1.5%,12.7%,13.2,-9.7%,-9.3%
O=C(NCCc1nccs1)C1CCC(=O)N(Cc2cccc(C(F)(F)F)c2)C1 (configuration not stated),-0.3%,-11.5%,-1.2%,1.4%,0.2%,12.9,0.2%,4.8%,1.8,-2.9%,-1.4%
O=C(O)c1ccnc(Cl)c1,0.5%,-6.1%,-3.6%,-2.2%,1.9%,10.7,nt,1.5%,1.7,-7.3%,1.9%
Cc1cc(C(=O)Oc2ccccc2C(=O)O)c(C)o1,3.3%,0.3%,5.9%,2.0%,-0.5%,2.7,1.9%,7.0%,-0.6,-6.5%,1.2%

# Source: PubChem (National Center for Advancing Translational Sciences (NCATS))
